TRHR PAM – allosteric enhancers of human TRH receptor; P34981; TRHR cells, fluo-8 calcium fluorescence, EC20 TRH enhancement; enhancement, % at 2 µM; 360,000 compounds, 0.66% hits; in the data active means enhancement above about 30%; further: 0% is about no effect
Target sequence (P34981 whole entry, looked up): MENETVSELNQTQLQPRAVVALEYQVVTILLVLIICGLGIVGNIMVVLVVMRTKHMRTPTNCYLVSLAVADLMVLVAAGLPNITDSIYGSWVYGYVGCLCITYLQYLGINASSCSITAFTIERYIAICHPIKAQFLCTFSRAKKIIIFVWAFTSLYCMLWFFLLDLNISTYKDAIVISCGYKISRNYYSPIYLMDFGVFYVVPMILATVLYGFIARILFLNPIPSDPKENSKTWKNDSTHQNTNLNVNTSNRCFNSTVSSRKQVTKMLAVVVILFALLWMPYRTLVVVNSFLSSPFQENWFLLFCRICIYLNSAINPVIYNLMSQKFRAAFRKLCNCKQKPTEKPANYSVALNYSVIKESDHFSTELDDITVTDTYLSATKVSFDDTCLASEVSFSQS
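Enhancer read-out: after compound pinning and an initial kinetic agonist-mode read, an EC20 of TRH (10 nM final) was injected and fluo-8 calcium signal (Ex 480/Em 530) followed at 1 s/cycle for 100 cycles in TRHR-expressing cells.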
RXFP1 antag – antagonists of human relaxin receptor RXFP1; HEK293-RXFP1, relaxin-stimulated cAMP HTRF, 30 min; hits give low values; activity change, negative = inhibition, % at 57.5 µM; 350,000 compounds, 0.59% hits;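 active means activity change of -60% or lower, but not beyond a set lower limit; inconclusive means change between -60% and -40%, or beyond the set limit; inactive means change above -40%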; further: on the % scale 0 is the no-effect control and ±100 the full control effect
TRHR agonist – activates the human TRH receptor; P34981; TRHR cells, calcium flux fluo-8, FDSS agonist mode; activation, % at 2 µM; 360,000 compounds, 0.18% hits; AID 493084; in the data active means activation above about 30%; further: 0% is about no effect
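In this calcium-flux screen, cells bearing human TRHR are dye-loaded with fluo-8, baselined for 10 cycles, then exposed to library compounds; positive kinetic calcium responses during the agonist phase mark hits, with TRH as control.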
D1 ag – activates the human D1 dopamine receptor | P21728 | HEK293 T-REx D1 cells, calcium flux, agonist mode | activation, % at 2 µM | 360,000 compounds, 1% hits; in the data active means activation above about 30%; further: 0% is about no effect
Target sequence (P21728 whole entry, looked up): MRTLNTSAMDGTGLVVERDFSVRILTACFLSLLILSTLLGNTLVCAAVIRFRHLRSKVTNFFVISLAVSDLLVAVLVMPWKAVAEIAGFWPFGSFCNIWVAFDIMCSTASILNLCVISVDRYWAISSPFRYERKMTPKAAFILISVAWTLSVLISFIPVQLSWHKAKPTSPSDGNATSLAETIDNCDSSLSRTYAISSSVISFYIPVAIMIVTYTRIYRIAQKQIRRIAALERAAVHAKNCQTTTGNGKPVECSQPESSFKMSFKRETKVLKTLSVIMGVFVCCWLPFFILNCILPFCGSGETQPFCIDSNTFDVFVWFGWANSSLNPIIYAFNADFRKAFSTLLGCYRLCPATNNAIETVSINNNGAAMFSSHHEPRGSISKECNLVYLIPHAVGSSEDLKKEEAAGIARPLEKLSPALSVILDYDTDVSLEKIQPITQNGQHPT
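Inducible HEK293 T-REx D1 cells, force-coupled to calcium signalling, were plated at 4000 cells/well with tetracycline and held overnight at 30 C. After no-wash calcium dye loading, compound-evoked calcium rise over 180 s flagged agonists.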
D2 potentiator – D2 dopamine receptor (human) potentiation | potentiation, % at 10 µM | AID 485347 | 340,000 compounds, 0.34% hits | HEK293 T-REx D2, calcium flux, EC20 dopamine potentiation | P14416;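 active means potentiation over 3 SD above the plate norm, cut at about 30% in these data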; further: 0% is about no effect
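Cells plated with tetracycline inducer and held overnight at 30 C; calcium dye loaded 30–90 min at room temperature; baseline taken, compound added and read 180 s; EC20 dopamine then added and read 180 s.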
D1 PAM – human D1 dopamine receptor positive modulation; 360,000 compounds, 0.036% hits; P21728; potentiation, % at 10 µM; HEK293 TREx D1 cells, calcium flux, dopamine EC20 potentiation; AID 504651; in the data active means potentiation above about 30%; further: 0% is about no effect
RXFP1 ag – agonists of human relaxin receptor RXFP1; HEK293T-RXFP1 cAMP TR-FRET, 30 min; response scale: percent of porcine relaxin response, buffer zero; AID 2676; 370,000 compounds, 0.3% hits; Potency, µM (top dose mostly 57.5 µM), for inactives: at the highest dose activation, hits mostly activators; Q9HBX9; further: potency means the concentration at half of the fitted maximal effect; on the % scale 0 is the no-effect control and ±100 the full control effect; nearly all actives have a fitted effect of over 60% in size; many of its hits are not listed in these tables
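HEK293T cells stably expressing RXFP1 were pretreated with the PDE4 inhibitor Ro 20174, exposed to compounds for 30 min at 37C, lysed, and cAMP was read by TR-FRET. Data normalized to buffer (basal) and 29 nM porcine relaxin (100%).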
Apoferritin bind – candidate novel general anesthetic via apoferritin binding; 350,000 compounds, 0.074% hits; apoferritin/1-aminoanthracene competitive binding, fluorescence; Potency, µM (doses to about 77.5 µM), without a hit: at the top dose activity change, negative = displacement, usual class: inhibitors; P02791; further: potency means the concentration at half of the fitted maximal effect; on the % scale 0 is the no-effect control and ±100 the full control effect; nearly all actives have a fitted effect of over 20% in size
Target sequence (P02791 2-175 limits assumed): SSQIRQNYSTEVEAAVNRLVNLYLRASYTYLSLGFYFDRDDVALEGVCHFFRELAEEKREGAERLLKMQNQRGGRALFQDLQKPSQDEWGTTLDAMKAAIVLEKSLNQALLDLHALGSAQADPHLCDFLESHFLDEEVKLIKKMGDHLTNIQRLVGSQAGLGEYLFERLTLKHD
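Concentration-response curves derived by four-parameter Hill fitting of normalized fluorescence, where compounds displaced 1-AMA from 10 uM horse apoferritin following a brief 10 min room-temperature incubation; propofol titration acted as positive control.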
D1 antag – blocks dopamine activation of the human D1 receptor; activity change, negative = inhibition, % at 10 µM; 360,000 compounds, 3.2% hits; HEK293 TREx D1 cells, calcium flux, dopamine EC80; hits give low values; in the data active means activity change below about -30%; further: on the % scale 0 is the no-effect control and ±100 the full control effect
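Tetracycline-induced HEK293 Trex D1 cells, force-coupled to calcium, dye-loaded; compounds added and read 180 s, then EC80 dopamine added and calcium flux tracked kinetically another 180 s.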
* = called active by the depositor; ? = inconclusive; . = not tested or not shown; & = joins results of further samples. Unless noted, the call rests on the fitted dose curve; in most records, active means well fitted curve in the direction sought with a large enough effect; inconclusive means small, poorly fitted or top-dose-only effect, or another doubt; inactive means no such curve, though single readings can be large; an effect the other way counts as inactive or inconclusive. The list is partial. The share of hits here may be higher or lower than overall.

SMILES | TRHR PAM | RXFP1 antag | TRHR agonist | D1 ag | D2 potentiator | D1 PAM | RXFP1 ag | Apoferritin bind | D1 antag
COc1cc(C(CC(=O)NCc2ccccc2)N2Cc3ccccc3C2=O)cc(OC)c1OC (stereo not drawn) | 3 | . | -1.0 | 4 | 4 | 0 | 8.2% | -9% | 0
Cc1cc(NC(=O)c2ccoc2C)no1 | -1 | -5 | 1.0 | 5 | -14 | -5 | 1.8% | 3% | 14
COc1ccc(S(=O)(=O)N(CCCN2CCCC2=O)Cc2cc3cc(C)c(C)cc3[nH]c2=O)cc1 | -3 | 12 | 0.0 | 1 | 3 | -6 | 2.8% | ? | -15
Cc1ccc(-c2ccc(=O)n(Cc3cc(C)ccc3C)n2)cc1 | -1&-2 | -3 | -1.1&-0.1 | 2&5 | 1&-3 | -4&-2 | 0.6%&4.2% | ? | 12&-2
O=S(=O)(NC(=NC1CCCCC1)c1ccccc1)c1ccccc1 | -5 | -9 | -1.1 | 5 | -10 | -13 | -0.6% | -9% | -18
CCc1c(C)nc2nncn2c1NCc1ccc(Cl)cc1 | -5 | -8 | 2.5 | 5 | 1 | -3 | 0.5% | -12% | -2
CCOC(=O)C1=C(C)Nc2ccccc2N=C1NC(=O)c1cc(C)on1 | 2 | 9 | -0.3 | 0 | -7 | -5 | 0.0% | . | -22
CNCCCOc1cccc(OC(C)C)c1 | -9 | 5 | 0.6 | 2 | -3 | -1 | 3.0% | -17% | .
Cc1cccc(C)c1NC(=O)CN(C)C(=O)c1cccc(-n2cccc2)c1 | -7 | -19 | -0.1 | 0 | 2 | -6 | 0.6% | . | -13
CCCCN1C(=O)CN(C2CCCCCC2)C(=O)C1c1ccc(OCC)c(OC)c1 (stereo not drawn) | -4 | 6 | -1.0 | -5 | . | -4 | 1.8% | -5% | -7
O=S(=O)(Nc1ncccn1)c1ccc(NC(=S)NCCc2ccc(Cl)cc2)cc1 | 3 | -8 | 0.6 | 0 | 1 | -3 | -0.1% | -5% | 0
O=C(Cn1nc(-c2ccc(Cl)cc2)c2ccccc2c1=O)Nc1cccc(C(F)(F)F)c1 | -6 | -7 | 0.1 | 3 | -4 | 7 | 3.3% | ? | -18
Cc1cccc(CSc2nncc(=O)[nH]2)c1 | 19 | -6 | -0.1 | -1 | -1 | 6 | -1.0% | 1% | -2
Cc1onc(-c2ccccc2Cl)c1C(=O)NC(=S)NCCc1ccccc1 | -6 | -19 | 0.3 | 12 | -6 | 14 | 3.4% | 7% | 1
C[N+](C)(C)CCN(Cc1ccc(Cl)cc1)c1ccccn1 | 0 | 2 | -0.5 | 0 | 6 | 0 | 0.7% | -8% | 8
C=CCn1c(SC(C)C(=O)Nc2ccc(F)c(F)c2F)nnc1C1CC1 (stereo not drawn) | -3 | 2 | -0.2 | 5 | . | 3 | 0.2% | . | -6
COc1ccccc1NC(=S)NCCSc1ccc(Cl)cc1 | -6 | -6 | 0.7 | 2 | -8 | -10 | -0.9% | -16% | -9
CC1(C)CC(NC(=O)C2CCCCC2)CC(C)(C)N1 | 20 | -4 | 0.3 | 4 | 1 | -3 | 2.5% | -1% | 9
C=CCNC(=O)C1=NOC(CNC(=O)c2c(-c3ccccc3Cl)noc2C)C1 (stereo not drawn) | -4 | 0 | 0.6 | 3 | 0 | 1 | -0.2% | -1% | 4
COc1ccc(S(=O)(=O)Nc2nc3ccccc3nc2NCc2ccc3c(c2)OCO3)cc1 | -1 | 7 | 0.4 | 0 | -7 | -4 | 2.2% | 8% | 13
CC(C)OCC(O)CN1CCN(CC(O)COc2ccc3c(c2)OCO3)CC1 (stereo not drawn) | 0 | 0 | 0.5 | 3 | -1 | 2 | -0.5% | 8% | 1
COc1ccccc1NC(=O)CN1C(=O)C(C)SC(C)C1=O (stereo not drawn) | 5 | -27 | 2.0 | 1 | 2 | -4 | 1.4% | 0% | 14
CCn1c(CSCc2ccc(F)cc2)nnc1SCC(=O)NCc1ccccc1 | 6 | -4 | -0.2 | 1 | 4 | -3 | 0.3% | -11% | 12
Oc1ccccc1C(Nc1nccs1)c1ccc2cccnc2c1O (stereo not drawn) | 3 | -28 | -0.4 | 0 | -4 | 1 | -0.8% | 3% | 3
COc1ccc(C(=O)NCC2OCCc3ccccc32)c(O)c1 (stereo not drawn) | 7 | -5 | 0.2 | 3 | -7 | -5 | 0.9% | 1% | -10
O=C(Cn1ccc(NC(=O)OCc2ccccc2)nc1=O)NCCN1CCOCC1 | 9 | . | 0.0 | -3 | 4 | 2 | 0.2% | . | .
Cc1ccc(C)c(CSc2ncccc2C(=O)O)c1 | 1 | . | -0.7 | 2 | 0 | 0 | -0.7% | -3% | -24
O=C(Nc1c(C(=O)N2CCOCC2)oc2ccccc12)c1ccccc1Cl | -17 | 22 | -0.5 | 1 | 8 | 0 | -2.1% | -7% | 1
O=c1c(Cl)c(NCCO)ncn1-c1ccccc1 | 2 | 1 | 0.2 | 1 | -6 | -1 | 0.0% | -3% | -4
Cc1cccc(N=C/C(C(=O)C(F)(F)F)=C(\O)c2ccco2)c1 | 1 | -1 | -1.3 | -1 | 5 | 2 | -0.6% | 9% | 9

Taken from above.
Apoferritin bind with `CCc1c(C)nc2nncn2c1NCc1ccc(Cl)cc1` → -12%
D2 potentiator with `O=C(Nc1c(C(=O)N2CCOCC2)oc2ccccc12)c1ccccc1Cl` → 8

Additional compounds.
SMILES | TRHR PAM | RXFP1 antag | TRHR agonist | D1 ag | D2 potentiator | D1 PAM | RXFP1 ag | Apoferritin bind | D1 antag
CCOC(=O)c1c(C)[nH]c(C)c1S(=O)(=O)N1CCOCC1 | 0 | 5 | 0.0 | 0 | 7 | -5 | -0.1% | -1% | -24
COc1ccc(C(=O)NC(=S)Nc2ccc(Cl)cn2)cc1OC | 4 | -12 | 0.7 | 1 | 4 | -1 | 3.0% | -14% | 8
Nc1c(C(=O)NCc2ccccc2)nnn1Cc1cccc(Br)c1 | 0 | -2 | -0.2 | 2 | 2 | -1 | 22% | ? | 2
Cc1ccc(S(=O)(=O)Nc2ccc3c(c2)nc(CCN2CCOCC2)n3C)cc1 | -5 | 10 | 0.2 | 2 | -5 | -14 | 7.8% | -7% | -12
COc1ccc(C2CC(c3cccs3)=NN2C(=O)CSc2nc3ccccc3o2)cc1 (stereo not drawn) | 0 | 0 | 0.7 | 9 | 1 | -1 | 3.5% | -1% | 8
NC(=NCCc1c[nH]c2ccccc12)NC(=O)c1ccc(Cl)cc1 | 17 | -9 | -1.1 | 12 | 5 | -9 | 1.5% | -15% | -1
OC1(c2ccc(Br)cc2)CCN(Cc2cccc(Br)c2)CC1 | 2 | -19 | 0.1 | 6 | -42 | -6 | 0.3% | -12% | -3
CN1CCN(C(=O)c2ccc(C(C)(C)C)cc2)CC1 | 16 | 1 | 0.5 | 2 | 2 | -6 | -0.4% | -10% | -5
COC(=O)c1scc(C)c1S(=O)(=O)Nc1ccc(C)cc1 | -1 | -6 | -1.2 | 1 | -1 | -3 | -0.8% | ? | -10
Cc1ccc(N(Cc2ccccc2)C(=O)c2cc(S(=O)(=O)N3CCOCC3)ccc2Cl)cc1 | -5 | -29 | 0.4 | 8 | 6 | 8 | 0.5% | . | 9
O=[N+]([O-])c1ccccc1S(=O)(=O)N1CCN(CC2CC3C=CC2C3)CC1 (stereo not drawn) | 1 | 3 | 0.8 | 5 | -2 | 10 | 2.6% | ? | 12
O=C1CC(N2CCN(c3ccc(F)cc3)CC2)C(=O)N1c1ccc2c(c1)OCO2 (stereo not drawn) | 3 | -5 | -0.1 | 3 | -1 | -6 | 4.0% | -1% | -21
O=C(Nc1ccc2nn(-c3ccccc3)nc2c1)c1cccnc1 | 3 | -4 | 0.8 | 1 | 6 | -2 | 2.0% | -8% | -8
COc1ccc(S(=O)(=O)Nc2nc3c(s2)C(=O)CC(C)(C)C3)cc1 | 0 | 22 | -1.2 | 5 | . | -9 | 10% | 1% | 13
COc1ccccc1CN1CCC(CNS(=O)(=O)c2cc(-c3cc(C)no3)ccc2C)CC1 | 3 | -16 | 1.8 | 40* | -5 | -7 | 2.7% | -18% | -10

No new results follow: four of the compounds above.
SMILES | TRHR PAM | RXFP1 antag | TRHR agonist | D1 ag | D2 potentiator | D1 PAM | RXFP1 ag | Apoferritin bind | D1 antag
O=C(Nc1c(C(=O)N2CCOCC2)oc2ccccc12)c1ccccc1Cl | -17 | 22 | -0.5 | 1 | 8 | 0 | -2.1% | -7% | 1
O=c1c(Cl)c(NCCO)ncn1-c1ccccc1 | 2 | 1 | 0.2 | 1 | -6 | -1 | 0.0% | -3% | -4
Cc1cccc(N=C/C(C(=O)C(F)(F)F)=C(\O)c2ccco2)c1 | 1 | -1 | -1.3 | -1 | 5 | 2 | -0.6% | 9% | 9
CCOC(=O)c1c(C)[nH]c(C)c1S(=O)(=O)N1CCOCC1 | 0 | 5 | 0.0 | 0 | 7 | -5 | -0.1% | -1% | -24

Remaining list, next part.
SMILES | TRHR PAM | RXFP1 antag | TRHR agonist | D1 ag | D2 potentiator | D1 PAM | RXFP1 ag | Apoferritin bind | D1 antag
O=C(NC1CCCCCC1)C(Cc1ccccc1)n1cccc1 (stereo not drawn) | -4 | -15 | -0.3 | 5 | -10 | -6 | -0.3% | -10% | 2
CCOc1ccc(-c2cc(C(=O)NCc3ccccc3Cl)c3ccccc3n2)cc1 | -4 | -3 | 0.9 | -2 | . | -2 | 8.8% | -12% | -36*
O=C(Nc1ccccc1-c1nc2ccccc2s1)C1=COCCO1 | -9 | -10 | 1.8 | 3 | 0 | -4 | 4.6% | -14% | -1
Cc1cc(NC(=O)c2cccc(C(=O)Nc3cc(C)on3)n2)no1 | 8 | 12 | -0.9 | 3 | 20 | 5 | 3.2% | 5% | -5
COc1ccccc1C1CC(c2ccc(Cl)cc2Cl)Nc2nc(N)nn21 (stereo not drawn) | -9 | -21 | 0.4 | 5 | 5 | 3 | 3.8% | -15% | 8
Cc1ccc(CNC(=O)c2cccc(S(C)(=O)=O)c2)cc1 | -6 | -5 | -0.3 | 0 | -8 | -8 | 1.3% | -8% | -4
CCOC(=O)C1CCN(C(=O)COc2ccc3c(C)cc(=O)oc3c2)CC1 | 5 | -28 | -0.1 | 0 | -13 | -6 | 0.3% | . | 0
Cc1ccc(CNC(=O)CSCc2cccc(F)c2)cc1 | -6 | 5 | -0.2 | 2 | -4 | -3 | 0.4% | ? | -12
CSc1ccc(/C=C/C(=O)N2CCCN(C)CC2)cc1 | 2 | -18 | 0.6 | 2 | -11 | 6 | 0.5% | -2% | 2
Cc1ccc(C)c(C(=O)COC(=O)c2ccccc2N2C(=O)C3C4CCC(C4)C3C2=O)c1 (stereo not drawn) | 17 | -8 | -0.5 | 15 | 41* | -5 | 0.6% | ? | -42*
